# FLuc stim CS: FLuc activators, initial screening, artefact control for FLuc-dependent activation tests, biochemical, ATPlite luminescence | Luciferin 4-monooxygenase (Photinus pyralis), P08659 | ATPlite luciferase biochemical, 10 min; 0 = ATP-free wells, 1 = DMSO control | activation factor at 10 µM | 200,000 tested, under 10 active;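 active = luciferase activation factor, scaled between plate controls, of at least 2 with compound at 10 µM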
# Target sequence (P08659 whole entry, looked up): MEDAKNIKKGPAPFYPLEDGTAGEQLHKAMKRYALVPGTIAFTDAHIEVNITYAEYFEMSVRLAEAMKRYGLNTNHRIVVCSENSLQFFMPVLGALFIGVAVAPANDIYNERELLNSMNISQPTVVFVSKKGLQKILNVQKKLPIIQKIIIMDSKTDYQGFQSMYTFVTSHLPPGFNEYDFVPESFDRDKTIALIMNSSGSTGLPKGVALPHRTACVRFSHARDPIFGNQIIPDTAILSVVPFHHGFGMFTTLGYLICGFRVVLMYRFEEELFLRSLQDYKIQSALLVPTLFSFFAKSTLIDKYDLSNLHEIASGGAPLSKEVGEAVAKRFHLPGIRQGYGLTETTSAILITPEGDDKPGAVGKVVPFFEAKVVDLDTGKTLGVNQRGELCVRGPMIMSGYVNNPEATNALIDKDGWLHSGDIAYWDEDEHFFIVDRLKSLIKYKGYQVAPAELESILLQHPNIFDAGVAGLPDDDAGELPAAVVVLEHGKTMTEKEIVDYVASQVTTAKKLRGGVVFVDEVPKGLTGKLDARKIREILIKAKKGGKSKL
#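 System: Luciferase/luciferin detection reagent, cell-free biochemical luciferase assay | Medium: PBS buffer for ATP | Dosing: Test compounds dosed from 2 mM stocks in 100% DMSO | Timing: 10 min at ambient temperature | Signal: Luminescence measurement of luciferase light output | Evaluation: Luciferase activation, seen as luminescence increase over controls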
# PMI act satM6P: human PMI activators, high substrate, primary screen, biochemical, fluorescence intensity, near-saturating mannose 6-phosphate. hit rate 0.34% among 190,000. activation factor at 20 µM. coupled PMI enzyme assay, resazurin fluorescence, 20 min; active compounds read high; 1 = untreated enzyme, 0 = substrate-free blank. Mannose-6-phosphate isomerase (Homo sapiens), P34949;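 active = activation factor of 2 or more at 20 µM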
# Target sequence (P34949 whole entry, looked up): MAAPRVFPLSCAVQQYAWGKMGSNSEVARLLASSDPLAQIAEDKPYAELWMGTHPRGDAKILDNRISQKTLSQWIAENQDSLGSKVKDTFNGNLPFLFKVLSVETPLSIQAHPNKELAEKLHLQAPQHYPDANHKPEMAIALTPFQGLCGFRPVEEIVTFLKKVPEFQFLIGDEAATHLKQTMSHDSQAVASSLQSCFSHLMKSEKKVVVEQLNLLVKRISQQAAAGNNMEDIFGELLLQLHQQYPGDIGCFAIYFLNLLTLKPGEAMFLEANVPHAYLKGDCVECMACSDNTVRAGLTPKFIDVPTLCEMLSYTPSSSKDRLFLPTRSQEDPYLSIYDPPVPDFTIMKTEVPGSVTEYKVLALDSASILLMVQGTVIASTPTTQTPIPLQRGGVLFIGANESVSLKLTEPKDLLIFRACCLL
#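 Test system: human phosphomannose isomerase with PGI, G6PDH, diaphorase coupling enzymes / Doses: 20 µM compound, 1% DMSO / Times: enzyme reaction with compound 20 min at room temperature / Measured by: Diaphorase-driven resazurin-to-resorufin fluorescence, excitation 544, emission 590 nm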
# NF-kB neuron act: activators of NF-kB expression in neurons, primary screen, cell-based, HTS; human neuronal cells, NF-kB reporter expression; active compounds read high; hit rate 1.6% among 190,000; fold change at 12.5 µM; AID 1239, 2008; in the data active = fold change above about 3.3
# APP 5'UTR act: activators of APP 5'UTR luciferase reporter, primary screen, SH-SY5Y cells; SH-SY5Y APP 5'UTR luciferase reporter, luminescence; zero percent = DMSO vehicle wells; activation, % at 2 µM; hit rate 1% among 190,000; AID 1276, 2008;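 active = activation above a set limit, based on mean plus 3 SD of controls, cut at about 140% in these data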; also: values of inactives mirror those of a sister screen read the other way
# TNAP act hi DEA: TNAP activators at high phosphate acceptor level, primary screen, biochemical, luminescence, uHTS; Alkaline phosphatase, tissue-nonspecific isozyme (Homo sapiens), P05186; purified TNAP, CDP-star luminescence, 1 M DEA, 30 min; active compounds read high; 0 = EDTA background, 1 = DMSO-only activity; activation factor at 20 µM; 200,000 tested, under 10 active; AID 1136, 2008;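 active = activation factor at least 2 at 20 µM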
#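 Test system – human TNAP · Doses – 20 µM single point · Incubation – 30 min, room temperature · Signal – luminescent substrate turnover signal · Read-out basis – activation factor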
# TNAP inh no acc: human TNAP enzyme inhibitors, primary screen, biochemical, luminescent, no phosphate acceptor, uHTS | Alkaline phosphatase, tissue-nonspecific isozyme (Homo sapiens), P05186 | hit rate 0.26% among 200,000 | purified TNAP, CDP-star luminescence, 30 min | inhibition, % at 20 µM;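 active = tissue-nonspecific alkaline phosphatase inhibition above about 50% at 20 µM in the single-dose screen, limit read from the data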;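 also: 0% = DMSO negative control and 100% = EDTA positive control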
# TNAP inh hiacc: human TNAP enzyme inhibitors, primary screen, biochemical, luminescent, high phosphate acceptor level, uHTS | hit rate 0.03% among 200,000 | inhibition, % at 20 µM | purified TNAP, CDP-star luminescence, 1 M DEA;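 active = over 50% inhibition of tissue-nonspecific alkaline phosphatase at 20 µM in the single-dose screen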;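 also: plate controls were DMSO wells for no effect and EDTA-quenched wells as full inhibition for full effect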
# FLuc inhib CS: firefly luciferase enzyme inhibitors, primary screen, artefact control for luciferase-based inhibitor screens, biochemical, luminescence, ATPLite; AID 1006, 2008; Luciferin 4-monooxygenase (Photinus pyralis), P08659; 10 min; inhibition, % at 10 µM; hit rate 1.5% among 200,000;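 active = inhibition above about 50% when tested at 10 µM, limit read from the data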
# PMI activator: activators of human PMI, primary screen, biochemical, fluorescence intensity, near-Km mannose 6-phosphate | Mannose-6-phosphate isomerase (Homo sapiens), P34949 | purified human PMI, coupled resazurin fluorescence, 20 min; active compounds read high; 1 = vehicle control, 0 substrate-free wells | activation factor at 20 µM | hit rate 0.005% among 190,000;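 active = activation factor of 2 or more at 20 µM, relative to plate controls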
# bIAP activator: bovine intestinal alkaline phosphatase activators, primary screen, biochemical, bovine IAP, CDP-star luminescence; alkaline phosphatase, intestinal [Bos taurus]; purified bovine IAP, 30 min; active compounds read high; fold of DMSO-control signal, blank-subtracted; activation factor at 20 µM; hit rate 0.17% among 200,000;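 active = activation factor of 2 or more at 20 µM, a signal rise over negative controls twice the positive control's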
# An asterisk follows results filed as active; . = no result given. The order is random. Share with any hit: about 3.6%.
SMILES,FLuc stim CS,PMI act satM6P,NF-kB neuron act,APP 5'UTR act,TNAP act hi DEA,TNAP inh no acc,TNAP inh hiacc,FLuc inhib CS,PMI activator,bIAP activator
COc1ccc(-c2noc(C3CCCN(S(=O)(=O)c4ccc(C)c(Cl)c4)C3)n2)cc1OC (stereo not drawn),1.1,0.8,0.81,21.8,1,-2.6,-3.8,-6.1,0.9,1
CC(=O)NCCn1c(SCC(=O)NCCC(C)C)nc2ccccc2c1=O,1,1,1.19,26.6,1,-7.1,1.7,-4.0,1,1
NS(=O)(=O)c1ccc(NC(=S)Nc2ccc(OCc3ccccc3)cc2)cc1,1,1,1.09,7.5,1,-9.1,-1.2,1.3,0.8,1.1
Cc1cc(C)n(-c2nc3c(c(=O)[nH]c(=O)n3C)n2CC(O)COc2ccccc2)n1 (stereo not drawn),1.1,1,0.89,-4.9,1.1,-3.1,-6.4,-9.3,1,1
CCc1ccc(N2CC(C(=O)Nc3nccs3)CC2=O)cc1 (stereo not drawn),0.9,1.2,1.06,7.7,1,-9.7,0.6,5.3,1.1,1
CCCn1c(SCCC(=O)O)nc2ccccc21,1.1,1.1,1.14,-5.9,1.1,-11.0,-7.3,-9.0,1.1,1
OCCNCC(O)Cn1c2ccccc2c2ccccc21 (stereo not drawn),1.1,1,0.95,-7.2,1,-5.5,-4.8,-8.0,1,1.1
CCCc1nnc(SCC(=O)N2CCOCC2)n1CCCOC,1,0.9,1.23,-19.2,1,-7.6,-0.8,-2.9,0.9,1
Cc1cc(/C=N\O)c(C)n1-c1ccncc1,1,1.1,1.1,3.0,1,-9.0,-4.1,-4.6,1,0.9
CCc1ccccc1NC(=S)N(Cc1ccc(C(=O)O)cc1)Cc1ccc(OC)c(OC)c1,1.1,1.2,1.11,-14.0,1,-0.7,-4.3,-5.7,1.2,1.1
CCOC(=O)c1ccc(NC(=O)C(CC)(CC)C(=O)OCC)cc1,1.1,1,0.84,-22.3,1,-9.0,-3.5,-5.9,0.9,1
Cc1cccc(NC(=O)c2onc3c2CCCC3)n1,0.1,1.1,2.47,157.8*,1,-8.2,-4.2,92.4*,1,0.9
N=c1c2c(-c3ccccc3)c(-c3ccccc3)oc2ncn1CCN1CCOCC1,1,0.8,0.39,7.2,1,-2.8,0.0,0.3,0.9,1.1
COC(=O)C1=C(C)N(c2cc(Cl)cc(Cl)c2)C(=O)C1,1.1,1.5,0.72,8.8,1,4.9,-2.6,-6.5,1.5,1
Cc1ccc2nc(Nc3nc(-c4ccccc4)cc(=O)[nH]3)nc(C)c2c1,1,1,1.02,-6.8,1,-5.5,1.7,-4.7,1,1
C=CCn1c(=O)c2ccccc2n2c(SCC(=O)NCCc3ccccc3)nnc12,1.1,0.9,1.24,12.6,1,-6.6,3.2,-5.3,0.9,1
COc1ccc(CN2C(=O)C(O)(CC(=O)c3c(C)n[nH]c3C)c3ccccc32)cc1OC (stereo not drawn),1,0.8,0.69,8.0,1,-8.1,-4.8,-2.7,0.8,1
COC(=O)c1[nH]c2cc(OC)ccc2c1NC(=O)CN1CCN(c2cccc(C)c2)C(C)C1 (stereo not drawn),1,0.9,0.53,5.7,1,6.2,-2.9,-4.2,1,1.1
COc1ccc(CC(=O)N2CCC(c3ccccc3)C2)cc1 (stereo not drawn),1,1,1,10.4,1,-6.1,-1.5,2.7,1.1,1.1
Cc1ccc(-c2csc3nnc(SCC(=O)NCc4ccco4)n23)cc1,1.1,1,1.42,-1.6,1,-3.0,-4.7,-9.9,1,0.9
O=C(Nc1ccc(Cc2ccncc2)cc1)C1CCC(N2C(=O)C3CCCCC3C2=O)CC1 (stereo not drawn),1.1,0.9,0.6,3.1,1,-6.9,-2.1,-5.0,0.9,1
COc1cc(CN(C)CCc2ccccn2)cc(OC)c1OC,1,1,1.19,-10.0,1,-14.2,-3.1,0.2,0.9,1
COCCCNC(=O)CCCn1c(=O)c2ccccc2n(CC(=O)Nc2c(C)cccc2C)c1=O,1.1,1,0.88,-10.3,1,-6.0,-1.2,-7.4,0.9,1
O=c1oc2c(CN3CCOCC3)c(O)ccc2c2c1CCCC2,1.1,0.9,1.17,-6.6,1.1,-15.1,-7.8,-6.2,1,0.9
CCOc1cc(/C=N/NC(=O)COc2ccc(Cl)cc2)ccc1OS(=O)(=O)c1ccccc1,1,1.9,0.52,7.8,1,-4.2,-0.7,3.0,1.5,1

# The closing 6 records of the part above open the next one:
SMILES,FLuc stim CS,PMI act satM6P,NF-kB neuron act,APP 5'UTR act,TNAP act hi DEA,TNAP inh no acc,TNAP inh hiacc,FLuc inhib CS,PMI activator,bIAP activator
Cc1ccc(-c2csc3nnc(SCC(=O)NCc4ccco4)n23)cc1,1.1,1,1.42,-1.6,1,-3.0,-4.7,-9.9,1,0.9
O=C(Nc1ccc(Cc2ccncc2)cc1)C1CCC(N2C(=O)C3CCCCC3C2=O)CC1 (stereo not drawn),1.1,0.9,0.6,3.1,1,-6.9,-2.1,-5.0,0.9,1
COc1cc(CN(C)CCc2ccccn2)cc(OC)c1OC,1,1,1.19,-10.0,1,-14.2,-3.1,0.2,0.9,1
COCCCNC(=O)CCCn1c(=O)c2ccccc2n(CC(=O)Nc2c(C)cccc2C)c1=O,1.1,1,0.88,-10.3,1,-6.0,-1.2,-7.4,0.9,1
O=c1oc2c(CN3CCOCC3)c(O)ccc2c2c1CCCC2,1.1,0.9,1.17,-6.6,1.1,-15.1,-7.8,-6.2,1,0.9
CCOc1cc(/C=N/NC(=O)COc2ccc(Cl)cc2)ccc1OS(=O)(=O)c1ccccc1,1,1.9,0.52,7.8,1,-4.2,-0.7,3.0,1.5,1
CCc1ccc(CC)c(S(=O)(=O)Nc2ccc(C(=O)O)c(O)c2)c1,1.1,1,1.41,10.2,1,-4.6,-2.6,-7.5,0.9,1
O=C(NCCN1CCOCC1)c1ccc(CS(=O)(=O)c2ccc(Cl)cc2)o1,1.1,1.1,1.09,.,1,-10.0,-3.9,-6.4,1,1
OC(CNCCc1ccccc1)c1ccccc1 (stereo not drawn),1.2,1,0.75,0.8,1,-2.2,-3.4,-18.1,1,0.9
CN(c1ccccc1)S(=O)(=O)c1cccc(NC(=O)CC(C)(C)C)c1,1,1.1,1.04,7.1,1,-15.4,-2.6,-2.9,0.9,0.7
Cc1ccc(-c2cc(NC(=O)CCl)n(-c3ccccc3)n2)cc1,1,1,2.97,27.5,1,-6.1,-3.1,1.2,1,0.9
O=C(O)c1ccc2nc(C(F)(F)F)[nH]c2c1,1,0.9,1.19,-21.5,1,-7.4,-0.9,-1.6,0.8,1
CC/C(=N\N=C1\SC(C)C(=O)N1Cc1ccco1)c1ccccc1 (stereo not drawn),1.1,0.7,1.88,-8.1,1,4.1,-4.8,-8.7,0.9,1
O=C(NCc1cn2ccccc2n1)c1ccccc1,1,1.1,1.24,17.1,1,-11.1,-3.8,-0.6,1.2,1
O=C1CCC([N+](=O)[O-])C(c2ccc(Br)cc2)N1 (stereo not drawn),1.1,1,1.15,-9.1,1,-9.3,-1.1,-6.5,1,0.6
O=C(CCNC(=O)Cn1ccc2ccccc2c1=O)NCCc1ccccc1Cl,1,1,1.43,-5.0,1,-7.3,0.6,3.9,0.9,1.2
Cc1nc(=S)c2ccccc2[nH]1,1.1,1.5,0.79,2.0,1.1,-2.3,-8.1,-6.3,1.4,1
C/C(=N\NC(=O)c1cccc(Cl)c1)c1cccc(NC(=O)c2ccco2)c1,1,0.9,1.29,42.8,1,1.7,-3.2,4.0,1,1
OCCNCCCCCOc1ccc(F)cc1,1.1,1,1.1,14.2,1.1,-14.4,-7.4,-6.9,1,0.9
CCOC(=O)C1=c2s/c(=C\c3cccnc3)c(=O)n2C(N)=C(C(=O)OC)C1c1cccnc1 (stereo not drawn),1.1,1,0.72,-1.1,1,-0.8,-0.9,-6.1,1,0.7
O=C(CSc1ccc(/C=N/NC(=O)c2cccc(F)c2)o1)Nc1ccccc1,1,0.9,1.45,13.4,1,-1.1,1.3,3.7,0.9,0.9
COc1cc(-c2nc(-c3ccccc3)c(-c3cccs3)[nH]2)cc(OC)c1OC,1,0.9,0.49,.,1,-8.2,-4.6,-3.0,0.9,1
N#CC1=C(Nc2ccccc2)SC=C(c2ccc(Cl)c(Cl)c2)N=C1N1CCOCC1,1.1,1,0.96,-8.8,1.1,1.7,-6.7,-5.0,1,1.1
CCS(=O)(=O)Nc1ccc(C(=O)CC2(O)C(=O)Nc3ccc(Br)cc32)cc1 (stereo not drawn),1,1,1.08,7.1,1,-5.9,3.8,-4.3,1,1
CCN(c1ccccc1)S(=O)(=O)c1ccc(OC)c(NC(=O)CNC)c1,1,0.9,1.1,11.7,1,-3.7,-2.9,-3.8,0.9,1.1
CCOC(=O)C1CCN(C(=O)Nc2ccccc2Cl)CC1,1.1,1,1.15,3.0,1,-12.8,-3.7,-6.1,1,1
CCC(CC)C(=O)N1CCN(c2ccccc2)CC1,1,2.8*,1.08,13.4,1.1,-11.6,-8.4,-2.8,1.8,0.9
CCO[C@@H]1OC(C(=O)O)=C[C@H](c2coc3ccccc3c2=O)[C@H]1CCCO,1.1,1,1.06,-5.9,1,-3.2,-3.1,-6.6,1,1
CCOc1cccc(C(=O)Nc2cccc(C(=O)NC(C)(C)C)c2)c1,1,0.9,0.73,-6.7,1,-21.7,-1.4,-3.2,0.8,0.9
CNCCCOc1cc(C)cc(C)c1C,1.1,1.1,1.17,9.1,1,-5.1,-3.0,-7.9,1,0.9
CCn1c(SCC(=O)O)nc2sc3c(c2c1=O)CCC3,1.1,1.1,0.95,-0.3,1.1,-18.5,-8.7,-6.1,1,0.9
COc1ccc(OC)c(NC(=O)CCN2CCCC(C)C2)c1 (stereo not drawn),1.1,0.8,1.04,-2.7,1.1,-21.4,-7.1,-9.4,1,1
O=C(COC(=O)/C=C/c1ccc2c(c1)OCO2)NC1CC1,1,1,1.34,1.3,1,-9.3,1.6,-2.1,1,1
O=C(OC[C@@H]1CCCN2CCCC[C@H]12)c1cc2ccccc2oc1=O,1,1.1,1.24,-8.3,1,-9.1,-3.0,-4.3,1.1,1.1
CCCCCCCCOC(=O)CCc1c(C)[nH]c(=S)[nH]c1=O,1.1,0.9,1.07,5.2,1,5.7,4.2,-6.9,0.9,0.9

# 3 of the entries above in order of the PMI activator value, rising.
smiles | PMI activator
COc1ccc(CN2C(=O)C(O)(CC(=O)c3c(C)n[nH]c3C)c3ccccc32)cc1OC (stereo not drawn) | 0.8
CC/C(=N\N=C1\SC(C)C(=O)N1Cc1ccco1)c1ccccc1 (stereo not drawn) | 0.9
CCOC(=O)C1CCN(C(=O)Nc2ccccc2Cl)CC1 | 1
